N370S GC – qHTS Assay for Inhibitors and Activators of N370S glucocerebrosidase as a Potential Chaperone Treatment of Gaucher Disease | N370S GC spleen homogenate, 4MU-glucoside fluorescence | actives 0.092% (n = 330,000) | Potency, µM (top dose mostly 59.4 µM), for the others: at the top dose activity change, negative = inhibition, hits mostly inhibitors | Lysosomal acid glucosylceramidase (Homo sapiens), P04062;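 further: 0% = full enzyme activity and -100% = no enzyme basal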
FEN1 inhibitor – qHTS Assay for the Inhibitors of Human Flap endonuclease 1 (FEN1). Potency, µM (titrated, usually from 114 µM), for the others: at the highest dose activity change, negative = inhibition, hits mostly inhibitors. AID 588795, 2011. actives 0.35% (n = 390,000). P39748. Recombinant FEN1 flap cleavage, fluorescence, 15 min; further: nearly all actives have a fitted effect of over 65% in size
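With each library titrated from low to high concentration, compounds met 10 nM FEN1 for 15 min at room temperature before 50 nM substrate was added; readings at 0 and 15 min fed four-parameter Hill curve fits.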
GCN5L2 inh – qHTS Assay for Inhibitors of GCN5L2; Histone acetyltransferase KAT2A (Homo sapiens), Q92830; AID 504327, 2011; actives 0.21% (n = 390,000); GCN5L2 HAT assay, ThioGlo1 CoA-SH fluorescence; Potency, µM (highest dose often 58.9 µM), inactives show at the highest dose activity change, negative = inhibition, hits mostly inhibitors
Target sequence (Q92830 whole entry, looked up): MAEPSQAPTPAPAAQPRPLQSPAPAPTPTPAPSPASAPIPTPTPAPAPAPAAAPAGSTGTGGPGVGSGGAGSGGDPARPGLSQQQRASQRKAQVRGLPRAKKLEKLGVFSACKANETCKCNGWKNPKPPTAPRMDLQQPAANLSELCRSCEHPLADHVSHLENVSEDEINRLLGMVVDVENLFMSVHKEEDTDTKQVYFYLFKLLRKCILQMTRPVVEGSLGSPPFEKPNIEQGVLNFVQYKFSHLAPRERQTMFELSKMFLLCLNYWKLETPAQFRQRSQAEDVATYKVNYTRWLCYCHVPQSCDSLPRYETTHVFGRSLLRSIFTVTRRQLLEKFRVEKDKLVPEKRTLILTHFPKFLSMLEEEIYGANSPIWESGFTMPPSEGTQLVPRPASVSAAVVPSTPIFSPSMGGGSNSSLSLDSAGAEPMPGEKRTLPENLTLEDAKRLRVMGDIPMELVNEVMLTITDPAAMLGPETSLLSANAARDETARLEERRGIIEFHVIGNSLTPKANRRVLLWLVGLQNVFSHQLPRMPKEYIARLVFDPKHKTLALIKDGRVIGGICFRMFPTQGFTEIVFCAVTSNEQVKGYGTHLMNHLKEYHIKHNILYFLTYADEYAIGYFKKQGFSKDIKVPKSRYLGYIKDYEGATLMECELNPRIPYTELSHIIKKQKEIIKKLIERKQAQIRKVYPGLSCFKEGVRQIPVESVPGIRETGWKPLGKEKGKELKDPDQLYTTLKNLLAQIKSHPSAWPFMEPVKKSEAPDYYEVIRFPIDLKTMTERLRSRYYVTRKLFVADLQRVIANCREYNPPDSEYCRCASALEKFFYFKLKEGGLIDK
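GCN5L2 (20 nM) in 50mM HEPES pH 7.5, 0.1mM EDTA, 0.01% Tween-20 preincubated 15 min with compounds at room temperature. Reaction started with H3(1-25) 75uM, acetyl-CoA 70uM, ThioGlo1 50uM; CoA-thiol fluorescence (Ex340/Em540) read at 0 and 20 min.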
Numbers without * were called inactive; ? = inconclusive; . = not tested or not shown; & = joins results of further samples; [ ] = remark or other dose. The call rests on the fitted dose curve; in most records, active means well fitted curve in the direction sought with a large enough effect; inconclusive means small, poorly fitted or top-dose-only effect, or another doubt; inactive means no such curve, though single readings can be large; an effect the other way counts as inactive or inconclusive. Unless noted, on the % scale 0 is the no-effect control and ±100 the full control effect; potency means the concentration at half of the fitted maximal effect. The list is partial; count on the stated rates, not on these rows.

SMILES	N370S GC	FEN1 inhibitor	GCN5L2 inh
O=C(Nc1ccccc1Br)C1CC(=O)N(c2ccc3c(c2)OCCO3)C1 (stereo not given)	0%	-2%	2%
CC(CNC(=O)Cn1cnc2c(NCc3ccccc3)ncnc21)c1ccccc1 (stereo not given)	.	-20%	-11%
Nc1nn(S(=O)(=O)c2ccccc2)cc1-c1ccc([N+](=O)[O-])cc1	10%	-13%	-8%
COc1cc(/C=N/NC(=S)Nc2cccc(Cl)c2C)ccc1OCC(=O)N1CC(C)OC(C)C1 (stereo not given)	-6%	-13%	-11%
COc1cc(C)c(Cl)cc1S(=O)(=O)NCC1CCCO1 (stereo not given)	-3%	10%	0%
COc1ccccc1CNC(=O)N1CCN(c2ccccc2C)CC1	5%	11%	-21%
O=C(CSc1nnc2ncccn12)N1CCCCCC1	0%	5%	0%
CN(C)c1ccc(NC(=O)c2ccc3nsnc3c2)cc1	-22%	1%	-3%
Cc1ccc(-c2nn(CCC(=O)O)cc2/C=C\C(=O)c2ccc(Br)cc2)cc1	0%	-2%	3%
O=C(Nc1ccc2c(c1)OCCO2)N1CCN(c2ccc(F)cc2)CC1	22%	-3%	2%
COc1ccc(C2CC(C(F)(F)F)n3nc(C(=O)O)c(Cl)c3N2)cc1OC (stereo not given)	10%	-1%	0%
CC(=O)Nc1cc(C(=O)NCc2ccc(C)cc2)ccc1Sc1ccc(C)cc1	.	-2%	-17%
COc1ccc(N2C(=O)CC(Sc3nnc(-c4ccccc4)o3)C2=O)cc1 (stereo not given)	-1%	-19%	1%
CC(C)=C(NC(=O)c1ccco1)C(=O)NCCc1nc2ccccc2[nH]1	0%	4%	-2%
CC(=O)C1=C(C)Nc2ncnn2C1c1ccccc1F (stereo not given)	-9%	-2%	-5%
Cc1cc(C)cc(N(CC(=O)NC2CCCC2)C(=O)CNC(=O)c2ccco2)c1	-5%	-10%	-3%
CC(=O)Nc1scc(-c2ccccc2)[n+]1-c1ccc(C)cc1	-4%	-11%	-3%
COC(=O)c1c(NC(=O)c2ccccc2)sc(C(=O)c2ccccc2)c1C	-15%	-3%	?
CSc1nc(-c2ccccc2)c(C#N)c(=O)n1C	3%	-3%	0%
O=C(NCCOCCNC(=O)OCc1ccccc1)OCc1ccccc1	7%	-1%	1%

Structural class, the entries above with a furan ring, fused or not.
SMILES	N370S GC	FEN1 inhibitor	GCN5L2 inh
CC(C)=C(NC(=O)c1ccco1)C(=O)NCCc1nc2ccccc2[nH]1	0%	4%	-2%
Cc1cc(C)cc(N(CC(=O)NC2CCCC2)C(=O)CNC(=O)c2ccco2)c1	-5%	-10%	-3%

(list continues)
SMILES	N370S GC	FEN1 inhibitor	GCN5L2 inh
CC1CCCCN1CCCNC(=O)c1ccc(NC(=O)C2=CSCCO2)cc1 (stereo not given)	7%	-10%	-16%
Cc1cc(-c2nnc(SCC(=O)Nc3cccc(F)c3)n2N)n[nH]1	-27%	5%	-1%
CC(C)(C)C(=O)N1CCC(O)(CS(=O)(=O)c2ccc(Cl)c(Cl)c2)CC1	-2%	5%	-6%
CCc1ccc(CN(C)Cc2nc(Cc3cccc(C(F)(F)F)c3)no2)nc1	3%	7%	-18%
O=C(O)c1ccc(NCc2cccnc2)cc1	-3%	-2%	0%
O=C(O)CCCN1C(=O)NC2NC(=O)NC21 (stereo not given)	-10%	-3%	-2%
COc1ccccc1N1CCN(S(=O)(=O)c2c(C)sc3ncn(CC(=O)N(C)c4ccc(C(C)C)cc4)c(=O)c23)CC1	.	7%	-15%
Cc1c(C(=O)Nc2cccc(Cl)c2)oc2ccc(S(=O)(=O)N3CCC4(CC3)OCCO4)cc12	6%	0%	-27%
Cc1oc2c(c(C)cc3oc(=O)c(CC(=O)N[C@H](C(=O)O)C(C)C)c(C)c32)c1C	-10%	-21%	-20%
COc1ccccc1-n1c(C)nnc1SCC(=O)NCc1ccccc1	7%	4%	-4%
O=C(Nc1nc(-c2ccc3c(c2)OCO3)cs1)C1CC1	-21%	9%	2%
Cc1ccc(NC(=O)NC2CC(=O)N(c3ccc4c(c3)OCCO4)C2)c(C)c1 (stereo not given)	0%	-3%	-1%
Cc1cc(OCC(=O)NNC(=O)c2cccs2)ccc1Br	-2%	-3%	-5%
COC(=O)N/N=C\c1cc2c(cc1Br)OCO2	-2%	-5%	-14%
CC(=O)c1ccc(NC(=O)Cn2cnc(S(=O)(=O)N3CCCCC3)c2)cc1	12%	13%	-5%
COc1ccc(NC(=O)N2CCCC2C(=O)NCCc2ccccc2)cc1 (stereo not given)	4%	6%	0%
COc1cc(OC)cc(-c2c(-c3ccsc3)c3cc(Br)ccc3n2C)c1	.	?	-12%
O=C(NCC(=O)N1CCN(c2ccccc2O)CC1)c1ccc(Br)o1	0%	2%	1%
CC(=O)OCCN(CCCn1c(-c2ccncc2)nc2ccccc21)c1nc(-c2ccc(C)cc2)cs1	10%	0%	0%
Cn1c(=O)c2c(nc(SCC(=O)Nc3ccc(F)cc3)n2Cc2ccccc2F)n(C)c1=O	.	10%	-12%
CN(CC(=O)Nc1ccccc1C(F)(F)F)C(=O)c1cc(Cl)nc2ccccc12	1%	-7%	2%
CCOc1cc2[nH]c(=S)n(CCC(=O)NCc3ccc(OC)cc3)c(=O)c2cc1OCC	2%	-1%	-1%
O=C(CCS(=O)(=O)c1ccccc1)N1CCN(c2ccccc2)CC1	-6%	-3%	0%
CCOc1ccc(NS(=O)(=O)c2ccc(C(=O)N3CCCCCC3)cc2)cc1	-6%	2%	2%
C/C(N)=C(/C#N)C(=O)COc1ncnc2ccccc12	11%[2.35 µM]	-12%	-2%
CCCCS(=O)CC(O)COc1ccc(C(C)(C)C)cc1 (stereo not given)	-9%	1%	2%
COc1ccc(-n2nc(C(=O)NCCc3cccc(C)c3)c3c4ccccc4n(C)c3c2=O)cc1Cl	.	1%	-7%
Cn1nc(NC(=O)CC23CC4CC(CC(C4)C2)C3)c2c(F)cccc21	-1%	17%	-3%
CCN(CC)c1ccc(/C=N/N2CCN(Cc3ccccc3Cl)CC2)cc1	-1%	4%	-15%
CC(=O)c1ccc(NC(=O)c2ccc(S(=O)(=O)c3ccccc3)cc2)cc1	4%	-2%	0%
CCC(C)(C)n1nnnc1C(c1ccc(Cl)cc1)N1CCN(C)CC1 (stereo not given)	-8%	-2%	3%
Cc1cccc(C)c1NC(=O)CN(C)C(=O)c1ccc(COc2ccccc2)cc1	-12%	0%	-3%
COc1ccc(CCNC(=O)c2ccc3c(c2)N(Cc2cccc(Cl)c2)C(=O)c2ccccc2S3=O)cc1OC (stereo not given)	.	-3%	4%
COC(=O)c1ccc(C(=O)N=c2sccn2C)cc1	0%	-7%	-6%
CCCc1nc2nc(C)c(NS(=O)(=O)c3ccc4c(c3)CCCC4)c(=O)n2[nH]1	-22%	3%	-10%
COc1cc(OC)c2c(=O)c(-c3ccc4c(c3)OCO4)coc2c1	5%	.	-6%
O=C(NC(=S)Nc1ccccc1N1CCOCC1)c1ccc(-c2cccc(Cl)c2)o1	-1%	1%	26%
COc1ccc(N2C(=O)[C@@H]3[C@H](C2=O)[C@H]2c4ccccc4C=CN2[C@@H]3C(C)=O)cc1	-6%	-20%	-6%
Cc1cc(N2C(=O)C(O)=C(C(=O)c3ccc(C)o3)C2c2ccc(OCc3ccccc3)cc2)no1 (stereo not given)	5%	-5%	-19%
CCC(C)NC(=O)c1sc2nc(C)c(C(=O)Nc3ccc(Cl)cc3)c(-c3ccc(Br)cc3)c2c1N (stereo not given)	.	-1%	-7%
O=c1[nH]c2cnccc2n1-c1ccccc1	10%	7%	1%
COc1ccc2c(c1)c([C@@H]1[C@H](C)[C@H]3CCCC[C@H]3CN1S(=O)(=O)c1ccc(C)cc1)cn2C	.	8%	-3%
CCOC(=O)c1cnc2c(Cl)cccc2c1NCCN(C)C	-2%	-4%	-4%
CCC[C@@H]1C[C@@]1(CCC)[C@@H](NC(=O)c1ccccc1)c1ccc(C(=O)OC)cc1	10%&11%	1%	-12%
COc1ccc(Br)c(-c2nnc(CS(=O)(=O)c3ccccc3)o2)c1	-1%	-16%	0%
CCOC(=O)c1ccc(NC(=O)CSc2nnc(C3CCCCC3)n2C)cc1	5%	0%	-1%
CCCOCCOC(=O)C1=C(C)NC(=O)NC1c1cc(Cl)c(O)c(OC)c1 (stereo not given)	10%	-3%	-2%
COc1cccc(/C=N/NC(=O)CC(=O)NCCc2ccccc2)c1OC	2%	13%	0%
O=C(Cc1ccc(-c2ccccc2)cc1)NCCN1CCOCC1	-12%	-1%	-4%
Cc1ccc(CCNC(=O)c2cc(S(=O)(=O)N3CCOCC3)cn2C)cc1	-17%	2%	?
C=CCn1c(CSCc2ccccc2)nnc1SCC(=O)N1CCN(c2ccccc2)CC1	8%	4%	-1%
COc1cc(N(C(=O)Cc2cccs2)C(C(=O)NC2CCCCC2)c2ccc(C)cc2)ccc1-n1cnnn1 (stereo not given)	-1%	1%	3%
OC1CCN(c2c3c(nc4cc(-c5ccc(Cl)cc5)nn24)CCC3)CC1	-26%	7%	0%
CCCCC[C@H]1CN(Cc2ccc(OC)cc2)C(=O)[C@@H]1CC(=O)NCc1ccccc1	-9%	?	-7%
COc1ccc(C(=O)NCC2CCCN2S(=O)(=O)c2cccs2)cc1 (stereo not given)	-16%	2%	-5%
COc1cccc(NC(=O)CN(C)CC(=O)Nc2ccc(C)c([N+](=O)[O-])c2)c1	4%	-22%	-6%
CN(C)C(CNC(=O)CSc1nc2ccccc2c(=O)n1Cc1ccco1)c1ccccc1 (stereo not given)	-5%	4%	-21%
CC(C)[C@@H](N)C(=O)N/N=C/c1ccc2ncccc2c1	-3%	-4%	2%
CC(Nc1ccc(-c2nc(-c3ccncc3)no2)cc1[N+](=O)[O-])c1ccccc1 (stereo not given)	.	10%	-6%
COc1ccccc1NS(=O)(=O)c1cccc(C(=O)N/N=C2\CC(=O)CC(C)(C)C2)c1	-27%	-1%	-2%

Another view of part of the listing above.
N370S GC	FEN1 inhibitor	GCN5L2 inh	canonical_smiles
-1%	-19%	1%	COc1ccc(N2C(=O)CC(Sc3nnc(-c4ccccc4)o3)C2=O)cc1 (stereo not given)
0%	4%	-2%	CC(C)=C(NC(=O)c1ccco1)C(=O)NCCc1nc2ccccc2[nH]1
-9%	-2%	-5%	CC(=O)C1=C(C)Nc2ncnn2C1c1ccccc1F (stereo not given)
-5%	-10%	-3%	Cc1cc(C)cc(N(CC(=O)NC2CCCC2)C(=O)CNC(=O)c2ccco2)c1
-4%	-11%	-3%	CC(=O)Nc1scc(-c2ccccc2)[n+]1-c1ccc(C)cc1
-15%	-3%	?	COC(=O)c1c(NC(=O)c2ccccc2)sc(C(=O)c2ccccc2)c1C

Carrying on:
SMILES	N370S GC	FEN1 inhibitor	GCN5L2 inh
CCOC(=O)c1c(C)[nH]c(C(=O)OCC(=O)NCc2ccc(OC)c(OC)c2)c1C	.	-2%	-3%
O=C(Cc1c(F)cccc1Cl)Nc1ccccc1N1CCCCC1	16%	12%	-8%
CCn1c(=O)c(C(=O)Nc2ccccc2S(N)(=O)=O)c(O)c2ccccc21	-3%	-11%	-4%
C=C(C)CSc1nc2sc3c(c2c(=O)n1Cc1ccccc1)CC(C)(CC)OC3 (stereo not given)	.	-17%	-2%
Cc1nnc(SCc2nnc(-c3ccc(Cl)cc3)o2)n1-c1ccccc1	5%	2%	1%
O=C(CSc1nnc(NC(=O)c2ccccc2)s1)NC1CCCC1	3%	21%	-7%
CNC[C@H]1Oc2c(NC(=O)c3ccc(-c4nccs4)cc3)cccc2C(=O)N([C@@H](C)CO)C[C@@H]1C	.	-9%	1%
COc1ccc(CC(=O)N2N=C(C)CC2(O)c2cccnc2)cc1 (stereo not given)	2%	0%	-25%
C=CCn1c(SCC(=O)NCC2CCCO2)nc2c([nH]c3ccccc32)c1=O (stereo not given)	8%	19%	0%
CC(Oc1cc2oc(=O)c3c(c2cc1Cl)CCCC3)C(=O)NCC1CCC(C(=O)O)CC1 (stereo not given)	-7%	-19%	-2%
O=C(/C=C/c1cccc(Br)c1)NCC1CCCCC1	?	-3%	-7%
C=CCN(c1cccc(C(F)(F)F)c1)S(=O)(=O)c1cccc(C(=O)OCC(=O)NC)c1	-1%	7%	-2%
CC(=O)[C@@H]1[C@@H]2C(=O)N(c3ccccc3F)C(=O)[C@@H]2[C@H]2c3ccccc3C=NN12	-3%	-1%	0%

High-throughput results deposited in PubChem BioAssay by National Center for Advancing Translational Sciences (NCATS).
